Compound activity (PubChem)
BoNT-F LC inh: BoNT F light chain protease inhibition | Multiplex microsphere protease cleavage assay, flow cytometry | inhibition, % at 10 µM | hit rate 0.22% among 360,000 | AID 588497; in the data active = inhibition above about 35%, passing the limit was not always enough; inconclusive = no clear call, values can overlap the other calls; also: plate controls were buffer without enzyme for full effect and enzyme alone for no effect
Anthrax LF inh2: inhibitors of Bacillus anthracis lethal factor protease | inhibition, % at 10 µM | P15917 | AID 588501 | hit rate 0.12% among 360,000 | multiplex microsphere protease cleavage assay, LF; also: plate controls were buffer without enzyme for full effect and enzyme alone for no effect
PrPC surface inh: inhibitors of human cell surface prion protein PrPC; P04156; AID 720596; TR-FRET read-out; hit rate 0.43% among 370,000; inhibition, % at 13.8 µM; in the data active = inhibition above about 24%; also: 0% = median of the test wells and 100% = reference compound wells
CCHF vOTU inh: CCHFV vOTU protease inhibition; inhibition, % at 11.5 µM; AID 651958; Pep-AMC fluorescence; hit rate 0.55% among 370,000; in the data active = inhibition above about 30%; also: 0% = vehicle wells with enzyme and 100% = no enzyme wells
BoNT-A LC inh2: inhibitors of Botulinum neurotoxin A light chain protease; multiplex microsphere protease substrate cleavage, flow cytometry; inhibition, % at 10 µM; hit rate 0.17% among 360,000; also: plate controls were buffer without enzyme for full effect and enzyme alone for no effect
DUSP3 inh: blocks human VHR1 dual specificity phosphatase | recombinant VHR phosphatase, pNPP absorbance | inhibition, % at 13.3 µM | hit rate 0.52% among 290,000 | AID 1654; in the data active = inhibition above about 50%; also: some compounds called inactive have numbers as strong as hits
Target sequence (P51452 whole entry, looked up): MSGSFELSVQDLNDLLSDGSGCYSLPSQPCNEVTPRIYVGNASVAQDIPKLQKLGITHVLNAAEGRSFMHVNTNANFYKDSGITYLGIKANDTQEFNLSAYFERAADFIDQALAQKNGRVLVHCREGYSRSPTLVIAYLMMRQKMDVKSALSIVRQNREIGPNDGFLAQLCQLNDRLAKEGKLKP
SSB-PriA inh: blocks PriA binding to SSB C-terminal tail; AlphaScreen SSBct-PriA binding, biotinylated peptide; inhibition, % at 33 µM; hit rate 0.6% among 430,000; AID 1272365; in the data active = inhibition mostly above about 37%, no sharp cut-off; inactive = mostly below about 20%;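 also: plate controls were negative control peptide for no effect and reference peptide for full effect; strong numbers were not always called active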
Rv3671c inh: Rv3671c (M. tuberculosis) protease inhibition; hit rate 0.048% among 320,000; inhibition, % at 5.96 µM; P9WHR9; in the data active = inhibition above about 38%;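 also: extracellular domain of Rv3671c used as enzyme; 0% = enzyme with DMSO and 100% = no enzyme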
Target sequence (P9WHR9 whole entry, looked up, the tested form may be a part): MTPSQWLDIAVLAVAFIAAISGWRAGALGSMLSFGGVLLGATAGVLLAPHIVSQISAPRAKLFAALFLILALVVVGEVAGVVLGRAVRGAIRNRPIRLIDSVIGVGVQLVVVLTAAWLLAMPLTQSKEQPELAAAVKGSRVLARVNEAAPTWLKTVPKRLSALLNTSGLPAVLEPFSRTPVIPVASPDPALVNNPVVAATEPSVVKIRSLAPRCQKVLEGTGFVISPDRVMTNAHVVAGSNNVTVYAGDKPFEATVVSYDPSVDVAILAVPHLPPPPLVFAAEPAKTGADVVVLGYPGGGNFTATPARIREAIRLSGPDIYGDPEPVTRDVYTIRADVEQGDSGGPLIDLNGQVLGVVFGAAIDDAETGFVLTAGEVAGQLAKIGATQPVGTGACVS
3CLpro inhibitor: SARS-CoV 3CLpro protease inhibition; P0C6X7; recombinant SARS-CoV 3CLpro, quenched FRET peptide cleavage; inhibition, % at 6 µM; hit rate 0.14% among 290,000; in the data active = inhibition above about 12%
MazEF act: MazEF (E. coli) toxin RNase activation; P0AE70; FAM/BHQ RNA-DNA oligo cleavage fluorescence, 5 h; activation, % at 20 µM; hit rate 0.32% among 350,000; AID 504720; in the data active = activation above about 50%
Target sequence (P0AE70 whole entry, looked up): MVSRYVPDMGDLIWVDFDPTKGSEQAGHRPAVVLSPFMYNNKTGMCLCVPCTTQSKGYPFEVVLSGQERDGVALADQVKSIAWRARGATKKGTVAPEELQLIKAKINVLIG
* = called active by the depositor; ? = inconclusive; · = no result given; & = joins results of further samples. Rule as the data show it, unless noted: active = inhibition above about 30%; inconclusive = no clear call, values can overlap the other calls; inactive = below that. A portion of the library; rates above refer to the full screens.

SMILES	BoNT-F LC inh	Anthrax LF inh2	PrPC surface inh	CCHF vOTU inh	BoNT-A LC inh2	DUSP3 inh	SSB-PriA inh	Rv3671c inh	3CLpro inhibitor	MazEF act
CC(=O)c1cccc(NC(=O)C2CC(=O)N(CCc3ccccc3)C2)c1 (configuration not stated)	-3	1	-7	-16	-0.2	10	-8	5	-1	4
Cc1cccnc1NC(=O)c1ccc2c(c1)OCCO2	5	6	-2	-7	6.7	·	-5	4	·	2
COc1ccccc1N=C1SC(C(=O)Nc2ccc(F)cc2)CC(=O)N1C (configuration not stated)	-1	3	6	-1	0.9	40	-8	0	1	-4
CCOCCSc1nc2c(c(-c3cccs3)c1C#N)CC/C2=C/c1cccs1	25	35*	1	-12	77*	-5	9	0	8	-31
C1CCN(Cc2nnnn2C2CCCC2)CC1	6	3	2	12	?	-9	3	-11	0	17
COc1cc(C(O)c2nc(-c3cncnc3)cs2)ccc1F (configuration not stated)	-1	-1	-5	8	-0.5	·	·	·	·	·
O=c1c(C(c2ccc(Cl)cc2)c2c(O)nc3n(c2=O)CCCS3)c(O)nc2n1CCCS2	?	-15	-1	-7	?	13	1	-7	0	-4
CC1CCN(C(=O)Nc2cccc(NC(=O)N3CCC(C)CC3)c2)CC1	20	6	17	7	1.3	2	7	4	-1	-9
CN1CCN(C(=O)C2CCN(c3ncc(C(F)(F)F)cc3Cl)CC2)CC1	0	1	-2	-6	-1.3	13	-17	-2	0	2
Cc1ccc2c(c1)c1c(n2CC(O)Cn2nc(C)c(Br)c2C)CCCC1 (configuration not stated)	-11	?	-5	3	-2.8	28	-12	-5	1	-5
O=[N+]([O-])c1ccccc1Oc1ncccc1[N+](=O)[O-]	1	-4	-5	-4	-0.7	-1	-1	4	0	4
CCOC(=O)C1=C(C)NC(=S)NC1c1ccc(OC(=O)c2ccco2)cc1 (configuration not stated)	-3	-1	-1	-11	1.5	7	8	7	4	8
CC(C)Cn1c(SCC(=O)N2CCCCC2)nc2ccccc2c1=O	-2	2	13	-3	-1.0	18	-10	-4	-4	-4
CN(C(=O)COC(=O)/C=C/c1cccs1)C1CCCCC1	-5	3	-3	9	0.2	·	-4	-5	·	1
COC(=O)c1ccc(C(=O)NC2CCCc3c2cnn3-c2cc(F)cc(F)c2)nc1 (configuration not stated)	1	-5	-5	7	0.7	14	0	-1	-2	3
NS(=O)(=O)c1ccc(NC(=O)CN2C(=O)c3ccccc3C2=O)cc1	·	·	-5	-5	·	9	7	5	2	-1
CC1=C(C(=O)N2CCOCC2)C(c2ccc(OC(F)F)cc2)NC(=S)N1c1ccccc1 (configuration not stated)	-1	-6	1	1	-0.2	53*	-20	1	0	10
CN1CCN(CC(=O)N/N=C\c2c[nH]c3ccccc23)CC1	·	·	4	10	·	-1	·	-1	-4	·
COC(=O)c1ccc(NC(C)C(=O)OC)c([N+](=O)[O-])c1 (configuration not stated)	2	1	-11	-4	-0.1	-16	-8	-8	-3	10
Cn1c(=O)c2cc(NC(=O)c3ccccc3Cl)c(=O)oc2n(C)c1=O	-2	11	0	4	2.5	-11	-7	-25	1	-17
CCOC(=O)C1=NOC(CNc2ncc(C(F)(F)F)cc2Cl)C1 (configuration not stated)	0	10	-4	-6	-0.6	35	-15	5	0	-6
Cc1cc(C)cc(NS(=O)(=O)c2c(C)[nH]c(=O)[nH]c2=O)c1	6	3	4	5	-0.4	10	-5	·	-2	4
CC(=O)c1cccc(NC(=O)N2CCCC2C(=O)Nc2ccc3c(c2)OCCO3)c1 (configuration not stated)	-7	1	12	-2	-0.2	24	-14	6	0	2
C=CCOc1ccc(C2NC(=O)c3ccccc3O2)cc1OC (configuration not stated)	2	-2	-2	5	-0.1	·	·	·	·	-14
CCNC(=O)NC(=O)COC(=O)C1CSC2(C)CCC(=O)N12 (configuration not stated)	-2	-1	1	-2	-0.5	30	-12	-6	1	6

Individual results from the entries so far:
`Cc1cc(C)cc(NS(=O)(=O)c2c(C)[nH]c(=O)[nH]c2=O)c1` in CCHF vOTU inh is entered as 5
`CCOCCSc1nc2c(c(-c3cccs3)c1C#N)CC/C2=C/c1cccs1` in SSB-PriA inh is entered as 9
`Cc1cccnc1NC(=O)c1ccc2c(c1)OCCO2` in CCHF vOTU inh is entered as -7
`NS(=O)(=O)c1ccc(NC(=O)CN2C(=O)c3ccccc3C2=O)cc1` in PrPC surface inh is entered as -5

Later entries
SMILES	BoNT-F LC inh	Anthrax LF inh2	PrPC surface inh	CCHF vOTU inh	BoNT-A LC inh2	DUSP3 inh	SSB-PriA inh	Rv3671c inh	3CLpro inhibitor	MazEF act
NC(=O)c1ccsc1NC(=O)CSc1n[nH]c(N)n1	2	-4	2	4	0.1	·	-11	3	·	-11
CN(C)CCCN(C(=O)c1ccc2ccccc2c1)c1nc2cc3c(cc2s1)OCO3	3	-3	-27	22	0.7	31	29&26	-5	3	26
CC(=O)c1c(C)[nH]c(C(=O)OCC(=O)c2c[nH]c3ccccc23)c1C	-7	7	9	8	0.2	·	-11	-23	·	0
CC(C)COc1ccc(C(=O)OCCN2CCOCC2)cc1	14	0	-1	7	0.3	-15	-6	·	-4	-13
O=C(N/N=C\c1ccc(-c2ccccc2[N+](=O)[O-])o1)C1COc2ccccc2O1 (configuration not stated)	-2	-1	-10	-4	-0.6	6	·	-75	-2	9
OCCN1CCN(c2ncnc3c2ncn3[C@H]2CN(Cc3ccc(-c4ccccc4)cc3)C[C@@H](CO)O2)CC1	0	-6	-7	-6	0.3	·	·	·	·	·
Cc1nn(-c2ccccc2)c(C)c1NC(=O)COC(=O)c1cc(Br)ccc1O	-6	-1	9	-1	-1.0	·	-6	-2	·	-8
Cn1c(CNc2ccccc2O)nc2ccccc21	-11	-6	-6	10	-0.5	-8	10	2	-4	1
CCOC(=O)C1CCN(S(=O)(=O)c2cnc[nH]2)CC1	?	1	2	-2	-0.5	4	4	2	-3	1
CN(C)CCCn1c(SCCN2C(=O)c3ccccc3C2=O)nc2ccccc2c1=O	-3	-5	-2	-3	-0.4	22	3	8	-4	17
O=C(COC(=O)[C@@H]1CC(O)CN1S(=O)(=O)c1ccc2c(c1)OCCO2)Nc1cc(F)ccc1F (some centres not stated)	-6	-2	4	18	-0.1	·	-10	2	·	-4
COc1ccccc1C(=O)Nc1nnc(C)s1	-3	-3	-5	-12	0.1	10	-16	1	6	12
CC(C)c1nnc(NC(=O)CS(=O)(=O)Cc2ccccc2)s1	-2	2	7	7	-0.2	17	-6	6	-4	3
Nc1c(NCCCN2CCOCC2)c2ccccc2oc1=O	-5	2	·	·	-3.7	27	3	-1	-3	4
Cc1cccc(NC(=O)CS(=O)CC(=O)Nc2cnc3ccccc3c2)c1C (configuration not stated)	6	-3	5	-2	-2.6	27	-12	3	-2	-1
CCOC(=O)c1c(-c2ccc(C)cc2)csc1NC(=O)c1cc2ccccc2oc1=O	-10	-4	-3	9	0.1	·	2	1	·	-7
CCCN(CCC)CCCNC(=O)C(NS(=O)(=O)c1ccc2c(c1)CCC(=O)N2)c1ccccc1 (configuration not stated)	-2	-1	9	-6	-0.5	40	-1	-5	-3	6
Cc1nc2ccccc2c2c1C(=O)N(C1CCCCCCC1)C2=O	?	6	1	-2	?	6	-12	2	-1	-1
O=C(c1cccc(S(=O)(=O)N2CCCC2)c1)N1CCN(Cc2ccccc2)CC1	1	-8	8	17	-0.5	·	2	-2	·	6
Cc1ccnc(NC(=O)C2COc3ccccc3O2)c1 (configuration not stated)	-2	0	2	-5	-0.6	0	0	-5	-8	6
COCCCNC(=O)CS(=O)Cc1nc(-c2ccccc2C)oc1C (configuration not stated)	0	-11	7	-5	-0.4	-10	-8	2	0	5
Nn1c(SCC(=O)Nc2ccc3c(c2)OCO3)nnc1C1CCCCC1	3	0	9	-24	0.0	11	-25	1	1	1
Cn1c(=O)n(C)c2cc(CNc3ccc(N4CCOCC4)c(C(=O)O)c3)ccc21	·	·	2	-7	·	9	-23	·	3	8
CCCNc1c(NS(=O)(=O)c2ccc(C(C)(C)C)cc2)c(=O)oc2ccccc12	-2	0	7	9	-2.5	-2	2	3	-3	2
O=C(/C=C1\NCC2c3ccccc3CCN2C1=O)c1ccccc1 (configuration not stated)	14	5	-3	7	4.6	16	·	-7	6	1

Overlap with the part before: five compounds; new compounds follow.
SMILES	BoNT-F LC inh	Anthrax LF inh2	PrPC surface inh	CCHF vOTU inh	BoNT-A LC inh2	DUSP3 inh	SSB-PriA inh	Rv3671c inh	3CLpro inhibitor	MazEF act
COCCCNC(=O)CS(=O)Cc1nc(-c2ccccc2C)oc1C (configuration not stated)	0	-11	7	-5	-0.4	-10	-8	2	0	5
Nn1c(SCC(=O)Nc2ccc3c(c2)OCO3)nnc1C1CCCCC1	3	0	9	-24	0.0	11	-25	1	1	1
Cn1c(=O)n(C)c2cc(CNc3ccc(N4CCOCC4)c(C(=O)O)c3)ccc21	·	·	2	-7	·	9	-23	·	3	8
CCCNc1c(NS(=O)(=O)c2ccc(C(C)(C)C)cc2)c(=O)oc2ccccc12	-2	0	7	9	-2.5	-2	2	3	-3	2
O=C(/C=C1\NCC2c3ccccc3CCN2C1=O)c1ccccc1 (configuration not stated)	14	5	-3	7	4.6	16	·	-7	6	1
NCC1C2CCC(O2)C1CO (configuration not stated)	-1	2	3	-6	-0.1	·	·	·	·	7
Cc1cc(C)n2nc(SCC(=O)Nc3ccc(F)cc3)nc2n1	-7	-6	5	-3	0.1	5	6	1	2	-9
COc1ccc(C2CN=NC2C(=O)c2ccccc2)cc1 (configuration not stated)	?	3	-14	8	4.8	11	-2	·	5	-5
O=C(Nc1nc2cc3c(cc2s1)OCCO3)c1ccc(N2C(=O)CCC2=O)cc1	·	·	-1	8	·	-9	3	0	4	-46
O=C(O)Cc1ccc(NC(=O)Nc2ccc3c(c2)OCO3)cc1	1	3	3	11	-2.3	32	17	·	-4	0
CCCCOC(=O)CSc1n[nH]c(=O)[nH]c1=O	-2	1	1	19	-0.4	37	-23	-5	3	5
CC12CCCCC1NS(=O)(=O)OC2 (configuration not stated)	-8	-6	-2	2	0.1	24	-1	8	0	6
Nc1nc(NC(=O)/C=C\C(=O)O)nn1-c1ccccc1	14	2	4	-1	1.5	27	31	-2	2	-12
Clc1ccc(-c2cnc3ccccc3n2)cc1	4	-1	-3	-2	0.0	1	-30	-1	-2	3
Cc1ccccc1S(=O)(=O)Cc1ccc(C(=O)NC2CCCCC2)o1	4	-1	8	4	-0.5	7	5	-5	-1	8
CCCCNc1c(-c2ccc(SC(C)CC)cc2)nc2ccc(Cl)cn12 (configuration not stated)	-14	-5	-2	6	-1.0	·	·	·	·	·
CNC(=O)/C(C#N)=C/c1ccc(-c2ccc(Cl)cc2)o1	-8	-6	-1	12	-1.5	-18	-6	-24	0	-2
CSC(C1CCCC1)n1nnc2ccccc21 (configuration not stated)	-4	-3	9	7	0.1	·	-14	1	·	1
N#Cc1ccc(/C=C(\C(=O)C(=O)O)c2ccc3ccccc3n2)cc1	-2	5	-5	5	-0.7	11	12	-3	-3	0
Cc1cccc(NC(=O)CSc2nnc(-c3cnccn3)n2Cc2ccco2)c1	-3	1	5	7	?	31	-1	-6	0	2
CCOc1ccc(C2C(C#N)=C(N)N(c3sc4c(c3C#N)CCCC4)C3=C2C(=O)CCC3)cc1 (configuration not stated)	-12	-4	-2	-6	2.3	6	7	-24	1	20
CSc1nc(N)c(C#N)c(-c2ccc(Cl)cc2)c1C#N	20	-4	7	5	1.1	2	-21	-55	7	3
Cn1nnc(NC(=O)c2ccc(Br)o2)n1	7	0	4	-2	0.6	1	1	7	4	4
CN(CC(=O)Nc1ccc(Cl)cc1)C(=O)c1cccc(S(=O)(=O)NCc2ccccc2)c1	-5	-4	5	3	-2.5	22	-10	-8	4	4
C/C(=N\NC(=O)C1COc2ccccc2O1)c1ccc(C)o1 (configuration not stated)	-15	3	2	-3	0.6	11	·	1	-5	-1
CCOC(=O)C(C(=O)N(C)C)c1ncc(C(F)(F)F)cc1Cl (configuration not stated)	-5	-7	-3	-8	-1.0	5	-10	-1	-1	6
